miR122 inh = blocks miR-122 activity in Huh7 sensor cells. Huh7 miR-122 Renilla luciferase sensor, 48 h; neutral wells = 0, positive control = 100. activation (reporter increase), % at 12.5 µM. 340,000 tested, 0.3% active. AID 602342;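 active means mean replicate activation score at least 90 and every replicate individually at or above 90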;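 further: higher luciferase means less miR-122 activity so hits act as miR-122 inhibitors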
RAD52 anneal inh = RAD52 (human) annealing inhibition; AID 651710; inhibition, % at 18.7 µM; P43351; 360,000 tested, 0.46% active; recombinant RAD52 DNA annealing, FRET fluorescence;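 active means every replicate showing at least 50% inhibition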
Target sequence (P43351 whole entry, looked up): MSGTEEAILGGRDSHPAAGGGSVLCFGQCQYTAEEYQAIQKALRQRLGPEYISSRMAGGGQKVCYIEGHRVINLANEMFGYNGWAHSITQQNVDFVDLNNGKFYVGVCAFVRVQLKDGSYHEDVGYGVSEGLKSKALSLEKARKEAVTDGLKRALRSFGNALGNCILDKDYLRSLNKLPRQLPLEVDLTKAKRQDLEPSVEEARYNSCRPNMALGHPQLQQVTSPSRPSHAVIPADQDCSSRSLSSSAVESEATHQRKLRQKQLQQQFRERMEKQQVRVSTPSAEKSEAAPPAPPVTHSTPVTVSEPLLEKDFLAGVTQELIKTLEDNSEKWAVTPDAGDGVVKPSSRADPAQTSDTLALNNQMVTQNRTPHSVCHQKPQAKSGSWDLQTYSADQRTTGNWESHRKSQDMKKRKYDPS
Cneo AK release = causes C. neoformans cell lysis. adenylate kinase release luminescence, 4 h; normalised: neutral wells 0, clomiphene wells 100. lysis activity, % at 15 µM. 360,000 tested, 0.2% active;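 active means mean lysis activity across replicates of at least 80%, whatever share of replicates individually reach that level; inactive means mean lysis activity below 80%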
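Material – Cryptococcus neoformans yeast cells · Quantity – 5 × 10^6 yeast cells/mL · Buffer or medium – YPD medium · Compound – single dose · Timing – 4 h static compound exposure, 37 °C, read 1 h post-reagent · Signal – adenylate kinase release luminescence · Read-out basis – lysis from increased AK signal · Benchmarks – Clomiphene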
E-sel inducer = induces E-selectin expression in human endothelial cells. 260,000 tested, 0.37% active. HUVEC E-selectin immunofluorescence imaging; normalized: neutral wells 0, TNF-alpha wells 100. P16581. activation, % at 7.58 µM. AID 686992;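 active means mean E-selectin-positive cell signal at least 10% of the positive control, reached in at least 60% of replicates, without over 20% cell loss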;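 further: in these data hits start at about 27%; measured in HUVEC primary endothelial cells; signal is the percent of cells scored E-selectin positive by PE staining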
Target sequence (P16581 whole entry, looked up): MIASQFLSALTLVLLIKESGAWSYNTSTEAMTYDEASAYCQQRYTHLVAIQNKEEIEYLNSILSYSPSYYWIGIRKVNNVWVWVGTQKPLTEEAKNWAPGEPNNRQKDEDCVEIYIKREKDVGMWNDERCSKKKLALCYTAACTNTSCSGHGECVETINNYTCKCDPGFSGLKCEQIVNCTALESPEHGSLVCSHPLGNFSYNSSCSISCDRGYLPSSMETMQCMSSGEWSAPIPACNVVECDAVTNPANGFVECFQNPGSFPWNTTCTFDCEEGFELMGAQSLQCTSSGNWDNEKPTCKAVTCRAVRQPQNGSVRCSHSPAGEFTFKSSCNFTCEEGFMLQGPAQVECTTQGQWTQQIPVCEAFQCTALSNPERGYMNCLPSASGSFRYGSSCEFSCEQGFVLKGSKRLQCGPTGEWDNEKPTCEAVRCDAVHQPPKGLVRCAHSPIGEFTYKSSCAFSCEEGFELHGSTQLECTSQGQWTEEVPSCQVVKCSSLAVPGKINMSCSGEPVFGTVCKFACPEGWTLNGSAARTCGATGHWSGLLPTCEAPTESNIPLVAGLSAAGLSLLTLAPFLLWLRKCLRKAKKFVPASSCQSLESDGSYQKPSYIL
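Read-out: % PE-positive cells | Test system: HUVEC | Doses: One compound dose added by pin transfer | Buffer or medium: EGM-2 over gelatin coat | Signal: Immunofluorescence imaging | Benchmarks: TNF-alpha, DMSO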
RAD54 inh = RAD54 (human) branch migration inhibition; Q92698; RAD54 Holliday junction branch migration, FAM/BHQ fluorescence; inhibition, % at 10.4 µM; 360,000 tested, 0.14% active; AID 602329;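 active means mean normalized replicate activity at least 40 and at least half of replicates scoring 40 or more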;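 further: 0% = median of neutral control wells and 100% = median of positive control wells; inhibitors cause a drop in the FAM fluorescence signal; in these data hits start at about 50%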
PglD DTNB = inhibitors of Campylobacter jejuni PglD acetyltransferase. purified PglD enzyme, DTNB colorimetric CoA detection. inhibition, % at 12.5 µM. 360,000 tested, 0.098% active; in the data active means inhibition above about 16%, passing the limit was not always enough; further: strong numbers were not always called active
ERAP1 inh = inhibitors of human ERAP1 aminopeptidase; recombinant ERAP1, Leu-AMC fluorescence, 60 min; AID 652197; Q9NZ08; 340,000 tested, 0.15% active; inhibition, % at 10.7 µM;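 active means mean replicate inhibition of at least 30%, or all replicates individually reaching that 30% level; inactive means mean below 30% and not every replicate reaching it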;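 further: 0% = neutral control wells and 100% = L-leucinethiol positive control wells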
PGC1a acetyl inh = PGC1a acetylation modulation, inhibitor mode | U2OS PGC1a acetylation, AlphaScreen anti-acetyl-lysine; with virally co-expressed GCN5 acetyltransferase | 350,000 tested, 0.17% active | inhibition, % at 15.6 µM;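 active means every replicate shows inhibition of at least 40%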;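 further: 0% = neutral control wells and 100% = positive control wells; some results beyond the cut were filed as inactive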
Active calls of the source: *; · = no result given; & = joins results of further samples; [ ] = remark or other dose.

The opening 8 entries (preview)
Second line of a record: miR122 inh	RAD52 anneal inh	Cneo AK release	E-sel inducer	RAD54 inh	PglD DTNB	ERAP1 inh	PGC1a acetyl inh
> Cc1noc(C)c1CSCC(=O)N(C)CC(=O)Nc1ccccc1Br
→ -3	-19	1	0.1	0	-2	0	·
> COc1ccc(CN(C)C[C@@H]2OCCCC[C@@H](C)Oc3ccc(NC(=O)CCCN(C)C)cc3C(=O)N([C@H](C)CO)C[C@H]2C)cc1
→ -1[16.7 µM]	-25	-1	1.0	-8	-4	1	-16
> COC(=O)c1cn(C[C@H](Cc2ccccc2)NC(=O)Nc2ccccc2)nn1
→ ·	9	-3	·	2	2	-1	·
> COc1ccc(CC(=O)NC(C)c2ccc3ccccc3c2)cc1 (configuration not stated)
→ 0	-6	2	0.1	-6	5	·	4
> O=C(CSc1nc2scc(-c3ccco3)c2c(=O)n1-c1ccccc1)N1CCOCC1
→ -4	·	1	·	4	-1	·	-17
> CCNC(=O)[C@H]1[C@H](CO)[C@H]2Cn3c(ccc(-c4ccccc4)c3=O)[C@@H]1N2C(=O)C1CC1
→ 1[16.7 µM]	-4	-11	0.2	0	1	1	·
> CCCNC(=O)N(C)C[C@H]1Oc2ncc(Br)cc2C(=O)N([C@@H](C)CO)C[C@@H]1C
→ -14[16.7 µM]	-16	-1	-0.3	1	0	1	-4
> CC(=O)Nc1cccc(-c2csc(C(C)(O)c3cccc(F)c3)n2)c1 (configuration not stated)
→ -6	-4	-13	1.4	7	7	2	10

All compounds of this part, from the first entry:
Second line of a record: miR122 inh	RAD52 anneal inh	Cneo AK release	E-sel inducer	RAD54 inh	PglD DTNB	ERAP1 inh	PGC1a acetyl inh
> Cc1noc(C)c1CSCC(=O)N(C)CC(=O)Nc1ccccc1Br
→ -3	-19	1	0.1	0	-2	0	·
> COc1ccc(CN(C)C[C@@H]2OCCCC[C@@H](C)Oc3ccc(NC(=O)CCCN(C)C)cc3C(=O)N([C@H](C)CO)C[C@H]2C)cc1
→ -1[16.7 µM]	-25	-1	1.0	-8	-4	1	-16
> COC(=O)c1cn(C[C@H](Cc2ccccc2)NC(=O)Nc2ccccc2)nn1
→ ·	9	-3	·	2	2	-1	·
> COc1ccc(CC(=O)NC(C)c2ccc3ccccc3c2)cc1 (configuration not stated)
→ 0	-6	2	0.1	-6	5	·	4
> O=C(CSc1nc2scc(-c3ccco3)c2c(=O)n1-c1ccccc1)N1CCOCC1
→ -4	·	1	·	4	-1	·	-17
> CCNC(=O)[C@H]1[C@H](CO)[C@H]2Cn3c(ccc(-c4ccccc4)c3=O)[C@@H]1N2C(=O)C1CC1
→ 1[16.7 µM]	-4	-11	0.2	0	1	1	·
> CCCNC(=O)N(C)C[C@H]1Oc2ncc(Br)cc2C(=O)N([C@@H](C)CO)C[C@@H]1C
→ -14[16.7 µM]	-16	-1	-0.3	1	0	1	-4
> CC(=O)Nc1cccc(-c2csc(C(C)(O)c3cccc(F)c3)n2)c1 (configuration not stated)
→ -6	-4	-13	1.4	7	7	2	10
> Cc1noc(C)c1CSc1nnc2ccc3ccccc3n12
→ -15	5	-1	·	9	-2	3	4
> Cc1onc(-c2ccccc2Cl)c1C(=O)Nc1ccccc1O
→ 1	-1	1	0.0	-7	-1	1	6
> Cc1noc(C)c1NC(=O)Nc1cccc2c1O[C@H](CN(C)S(=O)(=O)c1cccs1)[C@H](C)CN([C@@H](C)CO)C2=O
→ -2[16.7 µM]	10	-1	0.0	8	1	-4	21
> COc1cccc(S(=O)(=O)N(C)C[C@H]2Oc3ncc(C#CC(C)C)cc3C(=O)N([C@@H](C)CO)C[C@H]2C)c1
→ 2[16.7 µM]	11	-2	-0.4	-5	1	1	8
> CC(C)(C)C(=O)N1c2ccccc2CCc2ccccc21
→ 11	6	0	·	-7	7	0	·
> CN(Cc1ccccc1)C(=O)c1cccc(NC(=O)Cc2ccc(NC(=O)C3CCCN(C(=O)CCc4ccccc4)C3)cc2)c1 (configuration not stated)
→ -3	-22	-2	-0.1	-6	2	0	-5
> CCn1c(-c2cc(OC)ccc2OC)csc1=Nc1c(C)n(C)n(-c2ccccc2)c1=O
→ -2	·	3	·	-1	-2	·	0

Next results follow:
Second line of a record: miR122 inh	RAD52 anneal inh	Cneo AK release	E-sel inducer	RAD54 inh	PglD DTNB	ERAP1 inh	PGC1a acetyl inh
> Cc1ccc(-n2c(=O)c3sccc3n(CC(=O)NCc3ccco3)c2=O)cc1F
→ -8	·	1	·	-1	-1	·	12
> O=C(Nc1ccc(S(=O)(=O)N2CCOCC2)cc1)c1ccc2c(c1)OCO2
→ 0	-9	·	3.0	·	·	-2	-4
> CCC(=O)N1CCC1(C)C(=O)Nc1ccc2c(c1)CCN2C(C)=O (configuration not stated)
→ -2	-4	0	0.7	4	-4	-4	13
> O=C(c1ccccc1)c1ncc(C(F)(F)F)cc1Cl
→ -3	·	1	·	15	3	·	-1
> C[C@@H]1CN([C@@H](C)CO)C(=O)c2cccc(NC(=O)c3nc4ccccc4s3)c2O[C@@H]1CN(C)C(=O)NC1CCCCC1
→ 1[16.7 µM]	2	3	-1.8	7	-7	·	21
> CCc1nn(CC(=O)N2CC(C)CC(C)C2)c(=O)c2cccn12 (configuration not stated)
→ -2	-13	2	·	-2	1	2	3
> CC(=O)Nc1ccc(Nc2c3c4c(cccc4n(C)c2=O)C(=O)c2ccccc2-3)cc1
→ -6	-46	1	·	7	5	2	1
> COc1ccc(CC(=O)NCC2CCCN(Cc3ccc(OC)cc3F)C2)cc1 (configuration not stated)
→ -2	-13	0	·	7	-5	0	·
> CCCNC(=O)N(C)C[C@@H]1Oc2cc(-c3cccnc3)ccc2S(=O)(=O)N([C@@H](C)CO)C[C@@H]1C
→ -6[16.7 µM]	-4	-6	0.1	-2	-2	1	-6
> Cc1cccc(NC(=O)NCc2ccc3c(c2)OCO3)c1
→ 1	-13	2	·	6	0	3	·
> C[C@@H]1CN([C@@H](C)CO)C(=O)c2cc(N(C)C)ccc2O[C@@H](C)CCCCO[C@@H]1CN(C)Cc1ccc2c(c1)OCO2
→ -1	-19&-1&7	0&-1&0	0.0	-7&1&6	-3&5&-8	-3&0&1	0&14&7&-4
> CO[C@H]1CN(C)C(=O)c2ccc(NS(=O)(=O)c3ccc(Oc4ccccc4)cc3)cc2OC[C@H](C)NC[C@H]1C
→ ·	24	-1	-0.1	13	0	0	-4
> COc1ccc2[nH]c3c(c2c1)[C@@H]1CCN2C(=O)CCC[C@H](C3)[C@H]12
→ 4	-18	0	0.3	-1	-2	0	-3
> O=S(=O)(c1ccccc1)N1CC=C(c2ccccc2)CC1
→ 1	-19	·	·	·	·	-3	-5
> COc1ccc(NC(=O)C2CCN(S(=O)(=O)c3ccc(C)cc3)CC2)cc1OC
→ -4	·	-5	·	-12	-6	·	·

The listing continues:
Second line of a record: miR122 inh	RAD52 anneal inh	Cneo AK release	E-sel inducer	RAD54 inh	PglD DTNB	ERAP1 inh	PGC1a acetyl inh
> O=C1CC(NCCN2CCOCC2)C(=O)N1Cc1ccc(N2CCCC2=O)cc1 (configuration not stated)
→ -5	·	2	·	-2	0	·	3
> N#C/C(=C\c1ccc(OCC(N)=O)cc1)S(=O)(=O)c1ccccc1
→ 0	-13	-1	1.3	2	2	-2	8
> CCCN1[C@@H]2c3ccc(-c4cccnc4)c(=O)n3C[C@@H]2[C@@H](CO)[C@@H]1C(=O)NCCCN1CCOCC1
→ 4[16.7 µM]	-3	0	-0.3	-4	7	-1	·
> N#CCCNC(=O)Cn1c(COc2ccc(Cl)cc2)nc2ccccc21
→ 0	-12	4	·	-4	4	-1	4
> Cc1cccc(NC(=O)c2cc3c(=O)n4ccccc4nc3s2)c1
→ 1	-23	0	-0.1	8	-2	1	·
> COc1ccc(CC(=O)c2ccc(O)cc2O)cc1OC
→ -2	·	-1	·	1	·	·	11
> C[C@@H]1CN([C@H](C)CO)C(=O)Cc2cc(NC(=O)Cc3ccccc3)ccc2O[C@@H]1CN(C)C(=O)Nc1ccc(C(F)(F)F)cc1
→ -4[16.7 µM]	12	1	-3.8	0	0	-1	1
> O=C(C1CCOCC1)N1C[C@H]2[C@@H](c3ccccc31)[C@H](CO)N2C(=O)Nc1cccc(F)c1
→ -10[16.7 µM]	-12	0	0.0	-5	-4	0	1
> Cc1ccc(/C=N/n2c(COc3ccccc3)n[nH]c2=S)s1
→ -2	-6	5	·	10	4	0	·
> COc1ccc(OCc2nc(C#N)c(N3CCN(c4ccc(OC)cc4)CC3)o2)cc1
→ -4	-5	-1	3.5	-9	0	1	-17
> O=C(CC(Nc1ccc(Cl)cc1)C(=O)O)c1ccccc1 (configuration not stated)
→ -5	·	2	·	0	-7	·	-8
> Cc1cc(C(=O)Nc2cccc3c2O[C@@H](CN(C)C(=O)Nc2ccc(C(F)(F)F)cc2)[C@@H](C)CN([C@@H](C)CO)C3=O)n(C)n1
→ -5[16.7 µM]	4	-4	0.0	-3	-2	7	8
> CCCC#Cc1cnc2c(c1)C(=O)N([C@H](C)CO)C[C@@H](C)[C@H](CN(C)Cc1ccccc1)O2
→ -2[16.7 µM]	5	2	0.7	-1	8	1	-20
> Cc1ccc(NC(=O)C[n+]2cc(-c3ccc(C)cc3)n3c2CCC3)cc1
→ 1	-7	3	0.4	14	-2	3	8
> Cn1c(=O)oc2cc(S(=O)(=O)N3CCN(c4ccc(F)cc4)CC3)ccc21
→ -3	·	1	·	-9	-2	·	-22

The list continues.
Second line of a record: miR122 inh	RAD52 anneal inh	Cneo AK release	E-sel inducer	RAD54 inh	PglD DTNB	ERAP1 inh	PGC1a acetyl inh
> CCOc1ccc(OCC)c(S(=O)(=O)NCc2cccnc2)c1
→ 37	·	0	·	6	3	·	3
> Cc1nc(-c2ccc(S(=O)(=O)N3CCN(c4cccc(C)c4C)CC3)cc2)co1
→ -4	-27	-3	-0.2	-1	3	0	-4
> C[C@H](CO)N1C[C@H](C)[C@H](CN(C)C(=O)C2CC2)Oc2cc(C#Cc3ccncc3)ccc2S1(=O)=O
→ -3[16.7 µM]	-9	10	1.6	-7	-1	-1	-3
> CC(=O)Nc1ccc(S(=O)(=O)Nc2cccc(C(=O)Nc3ccccc3C(=O)O)c2)cc1
→ ·	-4	0	0.0	-18	5	-13	·
> O=C(c1nsnc1-c1ccccc1O)N1CCCCC1
→ -5	·	1	·	-8	-6	·	1
> Cc1cc(=O)oc2cc(NC(=O)CC3(CC(=O)O)CCCC3)ccc12
→ 2	-7	-1	·	-7	4	·	-6
> CCCCOC(=O)c1ccc(NC(=O)c2ccc(F)cc2F)cc1
→ 1	·	0	0.2	9	-1	·	3
> O=C(NCc1ccco1)C1CCN(C(=O)Cc2ccccc2)CC1
→ -6	·	-2	·	3	1	·	-11
> C[C@@H]1CCCCO[C@H](CN(C)S(=O)(=O)c2ccccc2)[C@@H](C)CN([C@@H](C)CO)C(=O)c2cc(NS(=O)(=O)c3ccc(F)cc3)ccc2O1
→ ·	-21	·	-0.2	·	·	1	-1
